Screens deposited in PubChem BioAssay by several laboratories.
IL1B cytotox – toxic to HUVEC cells under IL-1B stimulation | HUVEC cell count loss, Hoechst imaging, IL-1B stimulated | cell count reduction, % at 2 µM | 94,000 tested, 0.41% active;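 active means cell count reduction more than 3 SD above the screen-wide mean, cut at about 70% in these data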;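 further: normalized per plate to untreated control cells as the no-loss baseline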
Plk1 PBD FP – Plk1 (human) PBD binding inhibition. P53350. Plk1 PBD phosphopeptide binding, fluorescence polarization. inhibition, %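 (tested at about 20 µM)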. 97,000 tested, 0.13% active. AID 693; in the data active means inhibition above about 34%, passing the limit was not always enough
cytoskel mod – cytoskeleton assembly modification; HUVEC TNFa F-actin phalloidin imaging, high content; inhibition, % at 2 µM; 91,000 tested, 0.18% active; AID 836;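 active means inhibition above the batch mean plus 3 SD and confirmed as a hit by visual image inspection, cut at about 30% in these data, passing the limit was not always enough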; further: strong numbers were not always called active
PLK1 kinase inh – PLK1 (human) kinase inhibition; P53350; recombinant PLK1 kinase, TR-FRET peptide phosphorylation; inhibition, % at 10 µM; 97,000 tested, 0.53% active;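 active means inhibition of 50% or more in the single-concentration screen; inactive means inhibition below 50%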;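 further: 0% = DMSO max control and 100% = H-89 dihydrochloride min control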
HUVEC tox TNFa – HUVEC cytotoxicity counter-screen, TNF alpha stimulated | HUVEC TNFalpha-stimulated, Hoechst cell count, imaging | cell count reduction, % at 2 µM | 93,000 tested, 0.17% active;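 active means cell count reduction exceeding the screen mean by over 5 SD, scaled to untreated wells per plate, cut at about 78% in these data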;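 further: cells counted after 24 h of TNF alpha exposure following the 1 h pretreatment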
sEH inhibitor – blocks human soluble epoxide hydrolase activity. P34913. recombinant human sEH enzymatic activity assay. inhibition, % at 2 µM. 91,000 tested, 0.34% active. AID 707; in the data active means inhibition above about 80%; further: values of inactives mirror those of a sister screen read the other way; many of its hits are not listed in these tables
E coli WT exp – E. coli BW25113 growth inhibition, expanded screen; OD600 absorbance; growth inhibition, % at 100 µM; 98,000 tested, 0.15% active; AID 710;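 active means growth inhibition above about 50% at one test dose, limit read from the data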;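 further: growth measured after 20 h incubation at 37 °C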
VCAM1 TNFa inh – reduces TNF alpha induced VCAM1 expression in HUVEC; HUVEC TNFa-induced VCAM-1 immunofluorescence, high-content imaging; inhibition, % at 2 µM; 95,000 tested, 0.48% active;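 active means inhibition above the batch mean plus 3 SD, with images confirmed as a hit by eye, cut at about 37% in these data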;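 further: 0% = TNF-stimulated DMSO wells and 100% = unstimulated control wells; not every result past the cut was called active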
hDAT+cocaine – modulates human dopamine transporter uptake under cocaine; Q01959; LLC-PK1 hDAT cells, [14C]-dopamine uptake with cocaine IC80; actives deviate in either direction; B-score at 10 µM; 110,000 tested, 1.3% active;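 active means Z score or B-score, a plate-position-corrected score, falls beyond the plate's 99.7% confidence bounds, in either direction; inactive means both scores lie inside the 99.7% bounds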;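 further: scored against the spread of the other compound wells on the same plate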
Target sequence (Q01959 whole entry, looked up): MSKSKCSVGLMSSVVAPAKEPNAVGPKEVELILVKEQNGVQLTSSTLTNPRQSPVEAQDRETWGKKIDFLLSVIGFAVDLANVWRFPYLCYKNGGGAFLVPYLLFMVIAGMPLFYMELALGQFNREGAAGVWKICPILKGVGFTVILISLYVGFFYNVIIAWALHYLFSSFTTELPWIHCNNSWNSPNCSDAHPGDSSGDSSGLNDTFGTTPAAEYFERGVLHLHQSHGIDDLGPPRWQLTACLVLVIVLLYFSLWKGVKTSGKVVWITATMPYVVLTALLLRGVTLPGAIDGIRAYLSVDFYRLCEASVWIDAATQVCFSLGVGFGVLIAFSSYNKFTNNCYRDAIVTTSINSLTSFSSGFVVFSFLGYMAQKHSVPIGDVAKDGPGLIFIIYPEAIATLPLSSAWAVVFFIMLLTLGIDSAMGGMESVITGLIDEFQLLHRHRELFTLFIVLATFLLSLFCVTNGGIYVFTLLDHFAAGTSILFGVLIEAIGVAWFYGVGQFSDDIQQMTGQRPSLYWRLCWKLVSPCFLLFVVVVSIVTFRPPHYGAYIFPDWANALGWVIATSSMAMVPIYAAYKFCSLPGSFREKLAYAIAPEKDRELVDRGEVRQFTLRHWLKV
The depositor's hits bear a star; · = not tested or not shown.

SMILES	IL1B cytotox	Plk1 PBD FP	cytoskel mod	PLK1 kinase inh	HUVEC tox TNFa	sEH inhibitor	E coli WT exp	VCAM1 TNFa inh	hDAT+cocaine
CC1CC2(CCCCC2)N2C(=O)C(=O)c3cccc1c32 (stereo unspecified)	4	-30	5	-1	2	-3	-4	11	-0.42
CCCn1c(NC(=O)c2ccc(Br)cc2)nc2ccccc21	15	7	14	-5	-21	-15	-11	6	0.8
Cn1nc(-c2ccc(N3CCOCC3)c(NC(=O)COc3ccccc3)c2)c2ccccc2c1=O	-33	11	2	-1	-4	-1	·	13	·
O=C(O)CC1CCCC(c2ccccc2)C1=O (stereo unspecified)	21	17	8	-6	-22	-14	·	-6	-0.6
CC(C)c1ccc(OC(=O)NCCO)cc1	-1	1	-17	2	19	-15	15	6	-0.76
COc1ccc(CCn2c(NCCCN3CCOCC3)nc3c2c(=O)[nH]c(=O)n3C)cc1	22	-1	-14	-1	23	4	5	10	-0.0079
Cc1ccccc1-n1ncc2c([N+](=O)[O-])cc([N+](=O)[O-])cc21	-12	-4	-4	-8	-15	4	-1	1	0.12
CCc1ccc(N2C(=O)c3ccc4c5c(ccc(c35)C2=O)CC4)cc1	-18	0	-8	-10	3	-17	-3	-4	0.51
COc1ccc(N(CC(=O)NC2CCCC2)C(=O)c2csnn2)cc1	-22	0	11	-14	-2	6	·	-5	-0.22
COc1ccc(-c2cn3ccsc3n2)cc1	-42	-24	9	-3	-2	·	13	-6	-0.73
CCOCCCNC(=O)C1CCN(S(=O)(=O)N2CCCCC2)CC1	4	-8	0	-10	-14	·	-12	25	·
CC(C)Oc1ccc(C(=O)NCc2cccs2)cc1	-4	-17	-16	-8	-9	13	8	28	1.9
COc1ccc(NC(=O)CSc2nc(O)c(Cc3ccccc3)c(=O)[nH]2)cc1	-7	-9	-6	-5	-17	-1	-1	5	-0.4
Cc1ccc(SCc2cc(=O)[nH]c(N3CCN(Cc4ccc5c(c4)OCO5)CC3)n2)cc1	-19	-1	-13	-7	-4	-5	-14	9	-1.2
COc1ccc(OC)c(C2CC(=O)c3c([nH]c(C(=O)OCC4CCCO4)c3C)C2)c1 (stereo unspecified)	16	-22	-7	-6	-12	7	1	1	-0.23
COc1ccc(C(=O)NCCc2nnc(SCC(=O)Nc3ccccc3)n2C)cc1	6	-30	-10	-4	47	5	11	25	0.022
CN1CCN(C(=O)c2cc3nc(-c4ccc(F)cc4)cc(C(F)(F)F)n3n2)CC1	4	0	42	-1	-8	-4	-12	3	1.1
CSc1nc(-c2ccc(C)cc2)[nH]c1S(=O)(=O)c1ccccc1	2	9	8	-6	14	23	1	13	-1.1
CCN(CCNC(=O)CS(=O)(=O)Cc1nc(-c2cccc(OC)c2)oc1C)c1ccccc1	-6	0	-7	-4	0	15	-9	-5	-0.044
CN1CC=C2C(C#N)=C(N)C(C#N)(C#N)[C@H](c3cccc(Cl)c3)C2C1 (stereo partly specified)	-42	-30	-3	2	-4	1	6	2	0.74
CCCn1c(=C(C#N)C#N)s/c(=C2\C=Cc3ccccc3N2CC)c1=O	-25	-19	1	-3	-3	-10	-14	14	-0.13
Cc1cccc(OCc2nnc(NC(=O)Cc3cccs3)s2)c1	42	4	-16	-9	-7	6	·	-3	0.61
CCOc1ccc(-n2cnnn2)cc1S(=O)(=O)NCc1ccccc1	-19	19	4	-10	-13	3	2	10	-0.44
Nc1nc(CSCc2ccccc2)nc(N2CCOCC2)n1	0	3	14	-10	-8	-4	-4	-10	0.25
O=c1ccc2ccc(OCc3nnc(-c4ccccc4Br)o3)cc2o1	1	-31	19	3	-4	6	-7	-8	-0.64
O=C1c2ccccc2-c2c1cccc2C(=O)N1CCN(C(=O)c2ccco2)CC1	3	4	-5	-4	·	2	7	-10	0.67
Cc1ccc(-c2nnn(CC(=O)N3CCN(c4ccccc4)CC3)n2)o1	-6	-11	7	-3	-2	7	0	-23	0.018
CCOCCCNC(=O)C(NC(=O)CC1NC(=O)NC1=O)c1ccc(Cl)cc1 (stereo unspecified)	-5	1	-6	0	-40	-1	-2	9	-0.11
Cc1cc(S(=O)(=O)NCCN2CCOCC2)c(C)s1	9	-18	65*	-3	-35	-1	3	-7	0.44
CC(C)(C)NS(=O)(=O)c1cnc(Cl)c(Cl)c1	-37	-23	-14	-7	-28	-10	5	15	-0.48
CCOc1ccc(C(=O)c2ccc(OCC)c(N)c2)cc1N	16	-28	9	-10	-36	-2	5	12	1.8
Clc1cccc(Cl)c1CO/N=C/c1c(-c2ccccc2)nc2n1CCS2	-4	5	·	-10	-22	-2	-16	10	0.1
CCOc1ccc(Cl)cc1S(=O)(=O)N1CCCC1	-50	-8	-1	1	-9	1	6	13	0.41
CCOC(=O)C1=C(C)NC(=O)NC1c1ccc(Br)s1 (stereo unspecified)	-12	-15	-9	-2	-13	1	-8	-4	0.11
Cc1nn(C)c(C)c1C(=O)NN	15	20	-15	-12	-16	-1	1	3	-1
COCCN1C(=O)C(CC(=O)Nc2ccc(C(C)=O)cc2)SC1=Nc1ccccc1 (stereo unspecified)	-1	18	12	-18	-33	-2	-5	-2	0.9
Cc1ccc(S(=O)(=O)N2CCN(C(=O)CN3CCOCC3)C2C(C)C)cc1 (stereo unspecified)	-18	23	-6	-11	8	-7	-5	-18	-0.075
CCC(CC)n1[nH]c(=O)cc1N	-11	-33	-38	-10	10	4	-3	-4	-1.1
CCN1CCN(C(=O)c2cc3c(=O)n(C)c4ccccc4c3n2C)CC1	-7	-6	-5	-14	67	-11	7	13	-0.72
Cc1ccc(C(=O)Nc2sc3c(c2C#N)CCCCC3)cc1C	10	13	-19	-12	-6	-6	·	-5	-0.67

Reformatted field by field: entries from further up
mol: CCOc1ccc(-n2cnnn2)cc1S(=O)(=O)NCc1ccccc1
  IL1B cytotox: -19
  Plk1 PBD FP: 19
  cytoskel mod: 4
  PLK1 kinase inh: -10
  HUVEC tox TNFa: -13
  sEH inhibitor: 3
  E coli WT exp: 2
  VCAM1 TNFa inh: 10
  hDAT+cocaine: -0.44
mol: Nc1nc(CSCc2ccccc2)nc(N2CCOCC2)n1
  IL1B cytotox: 0
  Plk1 PBD FP: 3
  cytoskel mod: 14
  PLK1 kinase inh: -10
  HUVEC tox TNFa: -8
  sEH inhibitor: -4
  E coli WT exp: -4
  VCAM1 TNFa inh: -10
  hDAT+cocaine: 0.25
mol: O=c1ccc2ccc(OCc3nnc(-c4ccccc4Br)o3)cc2o1
  IL1B cytotox: 1
  Plk1 PBD FP: -31
  cytoskel mod: 19
  PLK1 kinase inh: 3
  HUVEC tox TNFa: -4
  sEH inhibitor: 6
  E coli WT exp: -7
  VCAM1 TNFa inh: -8
  hDAT+cocaine: -0.64

(next part)
SMILES	IL1B cytotox	Plk1 PBD FP	cytoskel mod	PLK1 kinase inh	HUVEC tox TNFa	sEH inhibitor	E coli WT exp	VCAM1 TNFa inh	hDAT+cocaine
Cc1cc(C2C(C#N)=C(N)OC3=C2C(=O)CCC3)c(C)s1 (stereo unspecified)	-38	-31	-6	-6	-20	7	3	13	-0.41
COc1ccc(CCNC(=O)CN(C)S(=O)(=O)c2cccc3nsnc23)cc1OC	-16	-1	-18	-2	-8	-17	-16	-4	-1
CCNC(=O)NC(=O)CSc1ccc(NC(C)=O)cc1	-2	5	-20	-19	-30	-6	-9	12	-0.12
CC(=O)NN1C(=O)/C(=C\c2ccc(C)cc2)SC1=S	-30	-11	-8	-10	2	7	-5	-4	-1.4
CCC(CC)c1nnc(NS(=O)(=O)Cc2ccccc2)s1	-11	-8	9	-6	-28	7	-1	-12	0.32
CCOC(=O)C1CCN(Cc2cccc(OC)c2)CC1	6	-12	-11	1	-22	12	5	17	1
Cc1cc(C)c(S(=O)(=O)/N=C2\C=CC(=O)C(Cl)=C2)c(C)c1	23	-4	-18	-20	-5	11	4	2	-1.2
Cc1ccc2cc(CN(CC3CCCO3)S(=O)(=O)c3cccc4nsnc34)c(=O)[nH]c2c1 (stereo unspecified)	-28	-8	10	-5	0	-2	-13	3	0.8
COc1ccc(-c2noc(-c3ccccc3C(=O)NCc3ccco3)n2)cc1	5	-26	-2	-9	-12	-20	1	3	0.35
Cc1cccc(N2CCN(C(=O)CN(C)S(=O)(=O)c3ccc4c(c3)CCC(=O)N4)CC2)c1C	1	14	4	-17	-32	·	-2	-4	2.2
NC(=O)c1ccc(-n2nnnc2SCc2ccccc2)cc1	2	-1	1	6	-14	·	2	4	-1.5
O=C(CSc1nc(-c2ccccc2)nc2ccccc12)Nc1nccs1	-29	-19	7	-21	-21	18	-11	12	0.13
Cc1ccc(C(C)C)c(OCCn2c(=O)oc3ccccc32)c1	-1	9	7	-4	-23	16	4	13	-1.5
CC(=O)NC1(c2cccc(F)c2)CCN(CC(=O)NC2CCCCC2)CC1	-81	4	-4	-8	-22	-1	1	-1	0.15
Cc1nc(NC(=O)/C=C/c2ccccc2)sc1C(=O)Nc1ccccc1Cl	19	8	-1	-16	·	-23	-4	11	0.4
O=C1/C(=C/c2ccc([N+](=O)[O-])cc2)C=C(c2ccccc2)N1c1ccc(O)cc1	-27	-1	9	-7	-28	-30	-10	8	0.11
CC(C)C(NC(=O)c1ccccc1)C(=O)NC1=NCCS1 (stereo unspecified)	0	-15	6	-14	-17	-18	-1	9	-0.5
CSc1nc(N2CCOCC2)c2ccccc2n1	-1	15	-15	-8	6	0	-3	-4	-0.89
Cc1nc2ccccn2c1C(=O)Nc1ccc2c(c1)OCCO2	-11	0	-9	-11	-4	4	·	10	2.3
O=C(CSc1nnc(CNC(=O)c2ccccc2F)o1)c1ccccc1	-33	4	9	2	-18	9	9	3	-1.5
Cc1cccc(NC(=O)/C(=C\c2ccco2)NC(=O)c2cccs2)c1	-14	-25	23	-1	-4	2	-5	5	0.0015
CCCCc1c(C)c(C#N)c2[nH]c3ccccc3n2c1=O	8	5	7	-13	-6	-15	-12	-8	-1.7
CN(CC(=O)NCc1cccnc1)S(=O)(=O)c1ccc2c(c1)c(=O)n(C)c(=O)n2C	2	-1	12	2	-21	8	4	17	-1.2
O=C(CN1CCOCC1)Nc1ccc(C2CCCCC2)cc1	0	3	-9	-1	-29	12	0	19	-0.25
CC1(C)CC(CCNC(=O)c2ccc(-n3cnnn3)cc2)CC(C)(C)N1	7	-8	-18	-3	11	4	8	9	-0.5
COc1ccc(NC(=O)CSc2nc(C)c3c(c2C#N)CCCC3)cc1	-17	-17	-7	-11	16	17	-14	16	1
O=C(OCC(=O)c1ccco1)c1ccc2ncsc2c1	-1	-1	-11	11	-7	-12	15	-6	-0.24
O=c1[nH]c2cc3c(cc2cc1C(c1nnnn1Cc1ccccc1)N1CCCCCC1)OCCO3 (stereo unspecified)	-2	9	·	0	-24	3	-7	-6	-0.027
COCCOC(=O)C1=C(C)Nc2nc(C)nn2C1c1ccccc1 (stereo unspecified)	-22	16	1	-1	5	1	0	5	0.69
COc1ccc(N2C(=O)CC(n3c(CCCCO)nc4ccccc43)C2=O)cc1 (stereo unspecified)	-1	-1	-7	-4	-15	-2	4	-1	-0.075
O=C(COC(=O)c1cnccn1)Nc1ccc2c(c1)OCO2	-20	-3	-3	-12	-14	-6	3	-3	-1.2
COc1ccc(-n2c(C)nn(C)c2=O)c(OC)c1	9	-12	2	-9	-8	-4	-2	-3	0.63
CCN(CC)c1ccc(NC(=O)COC(=O)c2cccs2)cc1	-4	-16	-3	-11	-13	37	-3	12	·
COc1ccc(OC)c(S(=O)(=O)Nc2cc(Cl)cc(Cl)c2)c1	-22	-11	0	-12	-8	8	·	-4	-0.023
O=C(O)C1CCCCC1C(=O)Nc1cnn(Cc2ccccc2)c1 (stereo unspecified)	-19	10	-44	-9	4	-3	-11	2	-1
O=C(CN1CCN(c2ccccc2)CC1)N1CCN(c2ccccc2)CC1	0	-3	-7	-5	-10	-2	2	-1	0.33
CCOc1ccccc1CNC(=O)c1cc2oc3ccccc3c2n1CC	29	-16	-3	14	-2	2	-12	20	-0.76
Cn1ncc(C#N)c1NC(=O)C1CC(c2ccc(Cl)c(Cl)c2)=NO1 (stereo unspecified)	-22	2	-3	0	-4	-5	14	4	0.036
